FAS-TE inh: FAS thioesterase (human) inhibition; P49327; recombinant FAS-TE, OMFH fluorogenic substrate, fluorescence endpoint; inhibition, % at 15 µM; actives 0.67% (n = 360,000); AID 602261;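 active = compounds whose normalised, plate-corrected inhibition of enzyme fluorescence in the single-dose primary screen is 50% or more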;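 note: 0% = DMSO with enzyme and 100% = substrate without enzyme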
Rin1-Abl PPI inh: human Rin1-Abl interaction inhibition; P00519+Q13671; TR-FRET Rin1/Abl binding, biochemical; inhibition, % at 7.35 µM; actives 0.4% (n = 360,000); AID 588664; in the data active = inhibition above about 5%, passing the limit was not always enough
MLLE-PAM2 inh: inhibitors of microRNA-mediated deadenylation, human PABP1 MLLE binding | GST-MLLE / FITC-PAM2 fluorescence polarization | inhibition, % at 20 µM | actives 0.36% (n = 360,000) | AID 588489; in the data active = inhibition above about 35%, passing the limit was not always enough;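 note: plate controls were DMSO wells with GST-MLLE for no effect and wells lacking GST-MLLE protein for full effect; some results filed as inactive read as strong as hits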
eLon inh: E. coli protease La inhibition; purified E. coli Lon protease, fluorescence polarization; inhibition, % at 7.94 µM; actives 0.42% (n = 360,000); in the data active = inhibition above about 13%, passing the limit was not always enough;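 note: 0% = enzyme with probe and DMSO and 100% = no enzyme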
CendR NRP1 mod: NRP-1/CendR interaction modulation. FAM-RPARPAR peptide binding to NRP-1, fluorescence polarization. actives 0.85% (n = 360,000). inhibition, % at 25 µM;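 active = inhibition or corrected inhibition above about 18%, plus a signal ratio from 0.5 to 1.5, limit read from the data, passing the limit was not always enough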; note: strong numbers were not always called active
Target sequence (O14786 whole entry, looked up): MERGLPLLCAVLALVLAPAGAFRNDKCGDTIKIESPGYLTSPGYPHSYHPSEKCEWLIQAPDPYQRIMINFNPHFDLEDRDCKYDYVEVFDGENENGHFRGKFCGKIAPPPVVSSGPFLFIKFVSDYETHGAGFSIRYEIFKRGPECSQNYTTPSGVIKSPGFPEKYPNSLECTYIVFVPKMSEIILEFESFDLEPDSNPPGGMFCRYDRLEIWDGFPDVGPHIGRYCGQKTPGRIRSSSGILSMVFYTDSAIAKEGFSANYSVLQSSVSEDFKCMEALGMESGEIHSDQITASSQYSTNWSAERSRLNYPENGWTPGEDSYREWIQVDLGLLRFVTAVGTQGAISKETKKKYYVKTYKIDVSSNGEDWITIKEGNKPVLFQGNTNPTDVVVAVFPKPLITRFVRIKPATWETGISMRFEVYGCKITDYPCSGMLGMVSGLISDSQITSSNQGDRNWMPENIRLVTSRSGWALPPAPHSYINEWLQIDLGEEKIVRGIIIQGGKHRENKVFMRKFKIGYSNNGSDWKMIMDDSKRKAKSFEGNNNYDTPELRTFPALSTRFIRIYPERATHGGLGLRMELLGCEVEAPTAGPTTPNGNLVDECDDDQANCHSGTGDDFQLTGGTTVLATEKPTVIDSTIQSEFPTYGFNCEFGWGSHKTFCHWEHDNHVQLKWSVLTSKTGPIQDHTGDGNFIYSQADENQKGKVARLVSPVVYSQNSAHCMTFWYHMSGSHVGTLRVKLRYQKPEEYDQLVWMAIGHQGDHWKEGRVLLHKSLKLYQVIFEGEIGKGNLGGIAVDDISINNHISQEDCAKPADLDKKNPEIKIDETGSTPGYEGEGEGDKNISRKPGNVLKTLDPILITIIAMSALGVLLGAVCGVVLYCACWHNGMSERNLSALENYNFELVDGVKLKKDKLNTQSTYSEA
MT1-MMP act inh: inhibitors of human MT1-MMP activation | P50281 | HT1080 RFP-PRO-GFP cells, GFP/RFP ratio fluorescence, overnight; percent of plate control window, DMSO zero | GFP/RFP ratio change, % at 20 µM | actives 0.061% (n = 360,000);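 active = GFP/RFP ratio change of at least 30% with cell ATP level not reduced by more than half and red fluorescence within 50% of control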; note: strong numbers were not always called active
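Assay system: RFP-PRO-GFP reporter HT1080 cells; read-out basis: GFP/RFP fluorescence ratio; benchmarks: DMSO wells and RFP-L50D-GFP cells; doses: 20 µM single dose, 1% DMSO; schedule: overnight cell settling, then overnight compound exposure, 37 °C, 5% CO2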
Neddylation inh: cullin neddylation inhibition; P61081+Q13564; TR-FRET cullin neddylation, biochemical; calls only at 25 µM; actives 0.58% (n = 360,000); AID 651699; in the data active = inhibition above about 36%
SKN-1 inh: C. elegans SKN-1 inhibition; C. elegans VP596 Pgst-4::GFP/RFP ratio, acrylamide-induced, 24 h; AID 624304; actives 0.49% (n = 360,000); inhibition, % at 21.8 µM;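 active = interference check ratio from 0.5 to 1.5 plus GFP to RFP signal ratio inhibition reaching or exceeding a fixed threshold, cut at about 30% in these data, passing the limit was not always enough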; note: some compounds called inactive have numbers as strong as hits
bovine MsrA act: activates bovine MsrA enzyme; activation, % at 10.6 µM; purified bovine MsrA, absorbance read-out; actives 0.3% (n = 360,000); in the data active = activation above about 7.5%;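 note: 0% = vehicle and 100% = reference activator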
Numbers without * were called inactive.

For FC(F)(F)c1nc(=S)c2ccccc2[nH]1 the results were FAS-TE inh 15, Rin1-Abl PPI inh -26, MLLE-PAM2 inh 4, eLon inh -3, CendR NRP1 mod 0, MT1-MMP act inh 2, Neddylation inh inactive, SKN-1 inh 4 and bovine MsrA act -3.
COc1ccc(NC(=O)c2csc3c2CCCCC3)c(OC)c1 was read as FAS-TE inh 15, Rin1-Abl PPI inh -1, MLLE-PAM2 inh 8, eLon inh -2, CendR NRP1 mod 15, MT1-MMP act inh -4, Neddylation inh inactive, SKN-1 inh 10 and bovine MsrA act -3.
Screening O=S(=O)(Nc1ccccn1)c1ccc(Br)cc1 returned FAS-TE inh -4, Rin1-Abl PPI inh -2, MLLE-PAM2 inh 0, eLon inh -7, CendR NRP1 mod 12, MT1-MMP act inh 2, Neddylation inh inactive, SKN-1 inh 7 and bovine MsrA act -3.
For Cc1ccc(C2=NOC(=O)/C2=C\C=C\c2ccccc2)cc1 the results were FAS-TE inh 0, Rin1-Abl PPI inh -1, MLLE-PAM2 inh -108, eLon inh -5, CendR NRP1 mod -96, MT1-MMP act inh -8, Neddylation inh inactive, SKN-1 inh 16 and bovine MsrA act -2.
CCOc1cc(C2NC(=O)NC(C)=C2C(=O)NCc2ccccc2)c(Cl)cc1O (centres undefined) was read as FAS-TE inh -3, Rin1-Abl PPI inh -3, MLLE-PAM2 inh -2, eLon inh -5, CendR NRP1 mod 6, MT1-MMP act inh -4, Neddylation inh inactive, SKN-1 inh 0 and bovine MsrA act 0.
`CCN(CC(=O)NC(C)C)C(=O)c1cc(S(=O)(=O)N2CCCCC2)ccc1N1CCCCC1` gave FAS-TE inh -2, Rin1-Abl PPI inh 2, MLLE-PAM2 inh -3, eLon inh -4, CendR NRP1 mod 12, MT1-MMP act inh 1, Neddylation inh inactive, SKN-1 inh -6 and bovine MsrA act -2.
O=[N+]([O-])c1ccc2c(c1)nc1n2CCSC1 was read as FAS-TE inh 6, Rin1-Abl PPI inh -1, MLLE-PAM2 inh -3, eLon inh 3, CendR NRP1 mod 18, MT1-MMP act inh -3, Neddylation inh inactive, SKN-1 inh 4 and bovine MsrA act -2.
O=C(O)C1CCN(S(=O)(=O)c2ccc(Cl)s2)CC1 was read as FAS-TE inh -7, Rin1-Abl PPI inh 1, MLLE-PAM2 inh -10, eLon inh -16, CendR NRP1 mod 4, MT1-MMP act inh -4, Neddylation inh inactive, SKN-1 inh 6 and bovine MsrA act -2.
Screening COC(=O)/C(=C\Nc1ccc(Cl)cc1Cl)NC(=O)c1ccccc1 returned FAS-TE inh 19, Rin1-Abl PPI inh -7, MLLE-PAM2 inh -16, eLon inh -6, CendR NRP1 mod -12, MT1-MMP act inh 4, Neddylation inh inactive, SKN-1 inh 21 and bovine MsrA act 0.
Screening Cc1cc(-c2csc(N)n2)c(C)n1CCc1ccccc1 returned FAS-TE inh -131, Rin1-Abl PPI inh 1, MLLE-PAM2 inh 19, eLon inh -2, CendR NRP1 mod -22, MT1-MMP act inh -16, Neddylation inh inactive, SKN-1 inh -17 and bovine MsrA act -1.
`O=C(NCc1ccccc1)C1=C[C@@H](c2ccc(C(F)(F)F)cc2)C[C@@H](OCc2ccc(CO)cc2)O1` gave FAS-TE inh 32, Rin1-Abl PPI inh 1, MLLE-PAM2 inh -2, eLon inh 7, CendR NRP1 mod 8, MT1-MMP act inh 8, Neddylation inh inactive, SKN-1 inh 1 and bovine MsrA act -10.
Screening CC(=O)Nc1ccc(Sc2ccccc2C(=O)O)cc1 returned FAS-TE inh -4, Rin1-Abl PPI inh 3, MLLE-PAM2 inh 4, eLon inh -11, CendR NRP1 mod 5, MT1-MMP act inh -3, Neddylation inh inactive, SKN-1 inh 2 and bovine MsrA act -12.
For C=C1[C@H]2O[C@H]2[C@@H](OC(C)=O)[C@@]2(C)[C@@H](OC(C)=O)C[C@@H](OC(C)=O)[C@@](C)(O)[C@@H]2[C@@H](OC(C)=O)[C@@]2(O)[C@@H](C)C(=O)O[C@H]2[C@H]1Cl the results were FAS-TE inh -5, Rin1-Abl PPI inh -3, MLLE-PAM2 inh 6, eLon inh 1, CendR NRP1 mod -8, MT1-MMP act inh -1, Neddylation inh inactive, SKN-1 inh 11 and bovine MsrA act 1.
Screening O=C(CCSc1nnc(-c2ccncc2)o1)Nc1ccccc1 returned FAS-TE inh -6, Rin1-Abl PPI inh 3, MLLE-PAM2 inh -7, eLon inh 3, CendR NRP1 mod 6, MT1-MMP act inh 0, Neddylation inh inactive, SKN-1 inh 3 and bovine MsrA act -1.
For CC(=O)c1cc2c(cc1F)C(C)(C)CCC2(C)C the results were FAS-TE inh 10, Rin1-Abl PPI inh 4, MLLE-PAM2 inh -2, eLon inh -1, CendR NRP1 mod 2, MT1-MMP act inh -2, Neddylation inh inactive, SKN-1 inh 10 and bovine MsrA act -2.
Screening CC(=O)c1sc(NC(=O)CN2C(=O)C3CCCCC3C2=O)nc1-c1ccccc1 (centres undefined) returned FAS-TE inh -1, Rin1-Abl PPI inh 4, MLLE-PAM2 inh 1, eLon inh 5, CendR NRP1 mod -3, MT1-MMP act inh 2, Neddylation inh inactive, SKN-1 inh -5 and bovine MsrA act -5.
Screening CCC(C(=O)NCCc1ccc(OC)cc1OC)n1nc(C)n2c(cc3occc32)c1=O (centres undefined) returned FAS-TE inh -2, Rin1-Abl PPI inh 4, MLLE-PAM2 inh -3, eLon inh -6, CendR NRP1 mod -3, MT1-MMP act inh 1, Neddylation inh inactive, SKN-1 inh 1 and bovine MsrA act -8.
`CCOC(=O)C1=C(C)NC(=O)NC1c1ccc(Br)s1` (centres undefined) gave FAS-TE inh -5, Rin1-Abl PPI inh -3, MLLE-PAM2 inh -11, eLon inh 2, CendR NRP1 mod 10, MT1-MMP act inh 2, Neddylation inh inactive, SKN-1 inh 2 and bovine MsrA act -1.
CC(C)N1CCc2c(sc(NC(=S)NC(=O)c3ccccc3)c2C#N)C1 was read as FAS-TE inh -2, Rin1-Abl PPI inh -11, MLLE-PAM2 inh -19, eLon inh -122, CendR NRP1 mod 134, MT1-MMP act inh -108, Neddylation inh inactive, SKN-1 inh 13 and bovine MsrA act 2.
CC(C)(C)NC(=O)C(c1ccccc1)N(Cc1cccs1)C(=O)c1csnn1 (centres undefined) was read as FAS-TE inh 0, Rin1-Abl PPI inh 2, MLLE-PAM2 inh 4, eLon inh -6, CendR NRP1 mod 9, MT1-MMP act inh -1, Neddylation inh inactive, SKN-1 inh 21 and bovine MsrA act 2.
Screening O=C(COC(=O)COc1ccc(Cl)cc1Br)NC1CC1 returned FAS-TE inh -6, Rin1-Abl PPI inh 1, MLLE-PAM2 inh -7, eLon inh -13, CendR NRP1 mod 12, MT1-MMP act inh -1, Neddylation inh inactive, SKN-1 inh 5 and bovine MsrA act -2.
Nc1nonc1-n1nnc(C(=O)N/N=C/c2ccccc2)c1CN1CCc2ccccc21 was read as FAS-TE inh 9, Rin1-Abl PPI inh 2, MLLE-PAM2 inh -4, eLon inh 7, CendR NRP1 mod -8, MT1-MMP act inh -5, Neddylation inh inactive, SKN-1 inh 14 and bovine MsrA act -10.
O=C1/C(=C\c2ccc([N+](=O)[O-])cc2)CCc2ccccc21 was read as FAS-TE inh 14, Rin1-Abl PPI inh 18*, MLLE-PAM2 inh 2, eLon inh -9, CendR NRP1 mod 13, MT1-MMP act inh 6, Neddylation inh inactive, SKN-1 inh 5 and bovine MsrA act -8.
For CC(C)(C)NC(=O)c1ccccc1NC(=O)c1ccc2c(c1)OCO2 the results were FAS-TE inh 10, Rin1-Abl PPI inh 3, MLLE-PAM2 inh -9, eLon inh -5, CendR NRP1 mod 10, MT1-MMP act inh -3, Neddylation inh inactive, SKN-1 inh 15 and bovine MsrA act -3.
`CCc1ccc2nc(Nc3nc(COC)cc(=O)[nH]3)nc(C)c2c1` gave FAS-TE inh -5, Rin1-Abl PPI inh -2, MLLE-PAM2 inh -9, eLon inh 10, CendR NRP1 mod 16, MT1-MMP act inh 11, Neddylation inh inactive, SKN-1 inh 6 and bovine MsrA act -1.
For CC(=O)Nc1ccc2nc(NC(=O)COc3ccccc3)sc2c1 the results were FAS-TE inh -3, Rin1-Abl PPI inh -1, MLLE-PAM2 inh -8, eLon inh -4, CendR NRP1 mod -6, MT1-MMP act inh -2, Neddylation inh inactive, SKN-1 inh 8 and bovine MsrA act 2.
For C[C@H](CO)N1C[C@H](C)[C@@H](CN(C)Cc2ccc(C(=O)O)cc2)Oc2c(cccc2N(C)C)C1=O the results were FAS-TE inh -12, Rin1-Abl PPI inh 1, MLLE-PAM2 inh -5, eLon inh -12, CendR NRP1 mod 6, MT1-MMP act inh -1, Neddylation inh inactive, SKN-1 inh 8 and bovine MsrA act 7.
Screening CCOC(=O)C1=C(c2ccccc2)NC(=O)NC1c1ccc(OCC#N)c(OC)c1 (centres undefined) returned FAS-TE inh -3, Rin1-Abl PPI inh -3, MLLE-PAM2 inh -5, eLon inh 2, CendR NRP1 mod -8, MT1-MMP act inh 1, Neddylation inh inactive, SKN-1 inh 27 and bovine MsrA act -1.
`Cc1ccccc1-n1c(SCC(=O)N2CCN(c3ccccn3)CC2)nnc1N1CCOCC1` gave FAS-TE inh -4, Rin1-Abl PPI inh 1, MLLE-PAM2 inh -3, eLon inh 2, CendR NRP1 mod 12, MT1-MMP act inh 3, Neddylation inh inactive, SKN-1 inh 1 and bovine MsrA act -7.
For CC(C)C(=O)N1CCC(Cc2ccccc2)CC1 the results were FAS-TE inh -4, Rin1-Abl PPI inh -1, MLLE-PAM2 inh -23, eLon inh -1, CendR NRP1 mod -115, MT1-MMP act inh 0, Neddylation inh inactive, SKN-1 inh -15 and bovine MsrA act -6.
Screening Nc1nonc1N1CCCCC1 returned FAS-TE inh -12, Rin1-Abl PPI inh 1, MLLE-PAM2 inh 0, eLon inh -20, CendR NRP1 mod -4, MT1-MMP act inh -1, Neddylation inh inactive, SKN-1 inh 19 and bovine MsrA act -2.
For N/C(=N\OC(=O)Cc1ccccc1[N+](=O)[O-])c1cccc(Br)c1 the results were FAS-TE inh 4, Rin1-Abl PPI inh -3, MLLE-PAM2 inh 3, eLon inh -6, CendR NRP1 mod 14, MT1-MMP act inh 0, Neddylation inh inactive, SKN-1 inh 5 and bovine MsrA act -3.
For CCCS(=O)(=O)N1CCCC(C(=O)NCCCN2CCN(c3ccc(F)cc3)CC2)C1 (centres undefined) the results were FAS-TE inh -7, Rin1-Abl PPI inh -1, MLLE-PAM2 inh -8, eLon inh -10, CendR NRP1 mod -5, MT1-MMP act inh 2, Neddylation inh inactive, SKN-1 inh -16 and bovine MsrA act -10.
For Cc1cccc(C(=O)NC(=S)Nc2ccc(Cc3ccncc3)cc2)c1 the results were FAS-TE inh 4, Rin1-Abl PPI inh -1, MLLE-PAM2 inh 21, eLon inh 2, CendR NRP1 mod 11, MT1-MMP act inh -1, Neddylation inh inactive, SKN-1 inh 11 and bovine MsrA act -14.
For Cc1ccc(C(=O)NCC(=O)OCC(=O)Nc2ccc3[nH]c(=O)[nH]c3c2)cc1 the results were FAS-TE inh -8, Rin1-Abl PPI inh -1, MLLE-PAM2 inh 3, eLon inh 5, CendR NRP1 mod 6, MT1-MMP act inh 1, Neddylation inh inactive, SKN-1 inh 8 and bovine MsrA act -3.
For COc1cc(OC)cc(N(C(=O)CNC(=O)c2ccco2)C(C(=O)NCC2CCCO2)c2ccccc2)c1 (centres undefined) the results were FAS-TE inh -3, Rin1-Abl PPI inh 1, MLLE-PAM2 inh 3, eLon inh 10, CendR NRP1 mod 8, MT1-MMP act inh 0, Neddylation inh inactive, SKN-1 inh 15 and bovine MsrA act -5.

Screening data as filed in PubChem BioAssay.
